Granule exo inh – LAMP-1 surface exposure blockers, TALL-104 cells – cell-based, flow cytometry, MLPCN library, primary screen; inhibition, % at 10 µM; actives 0.66% (n = 360,000); TALL-104 LAMP-1 surface exposure; cells stimulated with thapsigargin and PMA;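 active means inhibition above about 55%, limit read from the data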
TWEAK Fn14 block – inhibitors of TWEAK-Fn14 signaling, primary screen, luciferase reporter cells, uHTS; TWEAK-stimulated Fn14 reporter cells, luciferase luminescence, 8 h; inhibition, % at 10 µM; actives 2% (n = 360,000); in the data active means inhibition above about 50%
NCOA1 inh – SRC1 coactivator transcriptional activity inhibitors, primary screen, cell-based, luminescence | AID 588354, 2011 | Nuclear receptor coactivator 1 (Homo sapiens), Q15788 | inhibition, % at 3.6 µM | HEK293 GAL4-SRC1 luciferase reporter | actives 0.12% (n = 360,000);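 active means inhibition above the campaign mean plus 3 SD, with each screening campaign given its own cutoff, cut at about 60% in these data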;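 further: 0% = DMSO treated cells and 100% = gossypol at 36 µM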
TLR9-MyD88 inh – inhibitors of TLR9-MyD88 association in cells, primary screen, cell-based, CHO, BLA complementation, fluorescence. CCF4 FRET ratio. actives 0.21% (n = 340,000). AID 504734, 2011. inhibition, % at 4.98 µM;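 active means inhibition above the mean over all tested compounds plus 3 SD, cut at about 21% in these data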;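 further: 0% = DMSO only wells and 100% = clavulanate BLA inhibitor control wells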
NR5A2 inv ag – LRH-1 (NR5A2) inverse agonists, primary screen, cell-based, luminescence, HEK293T, StAR-luciferase reporter; Nuclear receptor subfamily 5 group A member 2 (Homo sapiens), O00482; LRH-1 transfected, 24 h; inhibition, % at 3.6 µM; actives 0.13% (n = 360,000); AID 602396, 2012;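 active means inhibition above the mean inhibition of all tested compounds plus 3 SD, cut at about 73% in these data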;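 further: 0% = DMSO wells and 100% = reporter-only cells lacking LRH-1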
TROY NFkB inh – inhibitors of TROY-driven NF-kB signaling, primary screen, Q293 LMP1-TROYcd cells, NF-kB luciferase, uHTS; actives 0.98% (n = 360,000); Q293 LMP1-TROYcd NF-kB luciferase reporter, 4 h; inhibition, % at 10 µM; AID 1347056, 2019;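 active means compounds whose plate-normalised and pattern-corrected inhibition of the luciferase reporter signal at the single screening dose is 50% or more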
NOD2 RIPK2 PPI – NOD2-RIPK2 binding disruptors in cells, primary screen, fluorescence, CHO cells, BLA complementation | Receptor-interacting serine/threonine-protein kinase 2 (Homo sapiens), O43353 | CCF4 ratio | inhibition, % at 4.98 µM | actives 0.38% (n = 360,000); in the data active means inhibition above about 21%;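 further: 0% = vehicle only and 100% = reference blocker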
COUP-TFII inh – NR2F2 transcriptional activity inhibitors, primary screen, cell-based, luciferase reporter, HEK293T, luminescence; COUP transcription factor 2 (Homo sapiens), P24468; HEK293T NGFI-A luciferase reporter; inhibition, % at 8.6 µM; actives 0.7% (n = 370,000);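 active means inhibition above a per-plate cutoff, mean inhibition of test wells between control levels plus 3 SD, cut at about 38% in these data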;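 further: cells cotransfected with COUP-TFII expression vector driving the NGFI-A reporter; 0% = median of COUP-TF2 test wells and 100% = reporter-only cells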
NCOA3 inh – SRC3 coactivator transcriptional activity inhibitors, primary screen, cell-based, luminescence. HEK293 GAL4-SRC3 luciferase reporter. inhibition, % at 3.6 µM. actives 0.17% (n = 360,000). AID 588352, 2011;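 active means inhibition above a per-campaign cutoff, the mean of all compounds plus 3 SD, cut at about 60% in these data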;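 further: 0% = DMSO-treated cells and 100% = gossypol-treated cells at 36 µM; higher means less SRC3-driven luciferase light from the GAL4 reporter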
NCOA2 inhibitor – inhibition of GAL4-SRC2 driven luciferase reporter, primary screen, SRC2 inhibitor project, cell-based, luminescence. Nuclear receptor coactivator 2 (Homo sapiens), Q15596. HEK293 GAL4-SRC2 luciferase reporter. inhibition, % at 9 µM. actives 0.17% (n = 370,000). AID 651957, 2012;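 active means inhibition above the mean inhibition of all tested compounds plus 3 SD, set per campaign, cut at about 52% in these data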;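 further: 0% = DMSO treated cells and 100% = cells given Gossypol at 36 µM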
Target sequence (Q15596 whole entry, looked up, the tested form may be a part): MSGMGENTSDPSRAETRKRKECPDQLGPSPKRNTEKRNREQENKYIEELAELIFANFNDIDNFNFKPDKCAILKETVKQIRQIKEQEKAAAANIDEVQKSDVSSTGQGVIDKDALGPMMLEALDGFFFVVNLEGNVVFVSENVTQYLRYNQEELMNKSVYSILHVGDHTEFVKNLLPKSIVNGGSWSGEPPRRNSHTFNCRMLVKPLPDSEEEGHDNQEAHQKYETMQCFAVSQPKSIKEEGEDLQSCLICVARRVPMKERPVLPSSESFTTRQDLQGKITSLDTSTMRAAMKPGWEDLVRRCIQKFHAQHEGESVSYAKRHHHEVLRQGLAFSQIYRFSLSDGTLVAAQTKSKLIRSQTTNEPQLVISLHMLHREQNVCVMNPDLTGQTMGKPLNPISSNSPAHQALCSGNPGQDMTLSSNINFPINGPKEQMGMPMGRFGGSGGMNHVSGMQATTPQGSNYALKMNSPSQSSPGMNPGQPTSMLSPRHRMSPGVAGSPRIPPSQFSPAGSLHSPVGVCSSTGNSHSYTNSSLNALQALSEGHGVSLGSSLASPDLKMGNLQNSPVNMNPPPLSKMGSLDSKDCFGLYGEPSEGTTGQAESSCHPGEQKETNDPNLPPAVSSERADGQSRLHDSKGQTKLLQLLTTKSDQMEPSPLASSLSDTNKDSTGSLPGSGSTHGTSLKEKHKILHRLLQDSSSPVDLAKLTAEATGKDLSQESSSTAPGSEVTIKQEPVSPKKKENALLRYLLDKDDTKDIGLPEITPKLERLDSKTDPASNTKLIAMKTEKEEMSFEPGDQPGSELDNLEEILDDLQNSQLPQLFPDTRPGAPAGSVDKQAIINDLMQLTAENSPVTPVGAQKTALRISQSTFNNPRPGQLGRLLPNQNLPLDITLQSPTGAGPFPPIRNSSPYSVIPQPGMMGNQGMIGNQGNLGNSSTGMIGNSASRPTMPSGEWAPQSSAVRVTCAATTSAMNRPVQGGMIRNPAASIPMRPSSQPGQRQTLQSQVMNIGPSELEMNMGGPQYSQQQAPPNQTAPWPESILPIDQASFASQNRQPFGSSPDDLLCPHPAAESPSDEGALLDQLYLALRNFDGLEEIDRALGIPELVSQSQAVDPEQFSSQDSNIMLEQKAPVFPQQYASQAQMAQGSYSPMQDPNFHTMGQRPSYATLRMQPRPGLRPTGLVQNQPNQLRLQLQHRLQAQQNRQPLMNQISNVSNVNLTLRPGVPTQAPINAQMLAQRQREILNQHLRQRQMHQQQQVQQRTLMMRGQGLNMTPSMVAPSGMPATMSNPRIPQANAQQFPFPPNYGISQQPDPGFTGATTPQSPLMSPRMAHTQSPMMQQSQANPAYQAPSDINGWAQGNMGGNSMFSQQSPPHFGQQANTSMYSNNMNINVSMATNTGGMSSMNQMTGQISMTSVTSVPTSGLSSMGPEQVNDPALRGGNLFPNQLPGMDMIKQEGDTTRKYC
ABHD5-PLIN5 inh – ABHD5-PLIN5 interaction inhibitors, primary screen, cell lysate, split luciferase complementation, luminescence. Perilipin-5 (Homo sapiens) + 1-acylglycerol-3-phosphate O-acyltransferase ABHD5 (Homo …. inhibition, % at 4 µM. actives 0.78% (n = 360,000). Split G. princeps luciferase complementation, 4 h;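 active means inhibition above the mean inhibition across every tested compound plus 3 SD, cut at about 22% in these data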;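 further: 0% = DMSO only wells and the 100% control is not disclosed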
* marks the source's active call; other numbers are inactive results; x = not tested or not shown. This is a subset; count on the stated rates, not on these rows.

Molecule | TROY NFkB inh | ABHD5-PLIN5 inh | NCOA1 inh | NCOA3 inh | NOD2 RIPK2 PPI | NR5A2 inv ag | NCOA2 inhibitor | TWEAK Fn14 block | Granule exo inh | COUP-TFII inh | TLR9-MyD88 inh
COc1c2c(c(OC)c3c1c(=O)c1ccccc1n3C)OCO2 | 3 | -13 | -5 | -2 | -10 | 5 | -4 | 13 | -6 | 18 | 3
CCCCn1nnnc1SCC(=O)Nc1ccc2c(c1)OCCO2 | -26 | 3 | 10 | 13 | 4 | 4 | -20 | -1 | -2 | -2 | -1
CCOC(=O)c1ccc(NC(=O)CN2CCN(c3ccccc3)CC2)cc1 | -4 | 11 | -1 | 22 | 7 | 27 | -5 | -13 | -1 | -1 | 8
CC1(C)CC(=O)C(C(c2ccco2)C2C(=O)CC(C)(C)CC2=O)C(=O)C1 | -5 | 14 | 6 | 14 | -1 | 8 | -1 | 23 | -5 | 17 | 3
O=C1CN(C(=O)COc2ccccc2)CCN1 | -21 | 10 | -15 | 4 | -3 | -12 | 3 | -3 | -1 | 12 | 3
COC(=O)c1ccc(S(=O)(=O)N2CCN(C(c3ccccc3)c3ccccc3)CC2)n1C | -6 | 5 | -25 | -8 | 6 | -2 | -17 | 21 | 15 | -13 | -14
O=C1Nc2ccccc2C12OCC(COc1ccc(Cl)cc1)O2 (stereo not given) | 5 | -5 | -4 | 2 | 1 | 0 | 19 | 0 | 2 | 14 | 2
CN(c1ccccc1)S(=O)(=O)c1ccc(C(=O)N2CCN(c3ccccc3F)CC2)cc1 | -5 | 0 | -3 | -24 | 2 | 10 | -3 | -10 | -1 | 1 | 4
CC(C)C(C)(C#N)NC(=O)CSc1ncnc2sc(-c3ccccc3)cc12 (stereo not given) | 20 | 2 | -5 | 10 | -3 | -14 | -5 | 21 | -1 | 19 | -2
Cc1cccc(C(=O)N2CCc3cc(-c4csc(NC(=O)CN5CCCC5)n4)ccc32)c1 | 20 | 5 | -12 | -6 | -14 | -3 | 9 | 18 | -6 | -8 | -8
CCC(=O)N1CCc2cc(S(=O)(=O)CCC(=O)N3CCN(c4ccc(Cl)cc4)CC3)ccc21 | 38 | -3 | 0 | -13 | -1 | 15 | 29 | 21 | 21 | -12 | -5
CC(Nc1ccccc1N1CCCCC1)C(=O)N1CCc2ccccc21 (stereo not given) | 14 | -1 | -1 | 12 | 1 | 3 | 14 | 4 | 4 | 1 | -6
CN(CC(=O)Nc1ccc(Cl)c(C(F)(F)F)c1)C(=O)C1CC(=O)N(C2CCCC2)C1 (stereo not given) | 6 | 6 | 5 | 17 | -2 | 21 | 21 | 12 | -5 | 8 | -8
COCCc1ccc(OC2(C)CCN(Cc3ccc(OC)c4ccccc34)C2)cc1 (stereo not given) | -4 | 0 | 8 | -14 | -1 | -12 | 3 | 0 | -5 | 2 | x
COc1ccc(NC(=O)CC2C(=O)N(c3cccc(OC)c3)C(=O)N2C2CCCCC2)cc1 (stereo not given) | 12 | -3 | 1 | 8 | 8 | 15 | -26 | 8 | -5 | 6 | 13
CCOc1ccc(OCCSc2nc(N)cc(=O)[nH]2)cc1 | -8 | -3 | -26 | -60 | 0 | -8 | 1 | -29 | -2 | -24 | -5
Cc1cnc(C(=O)OCC(=O)c2ccc(F)c(F)c2)cn1 | -14 | 12 | -5 | -4 | -1 | 7 | -11 | 5 | 0 | -3 | 4
Oc1ccccc1NCC(O)Cn1ccc2ccccc21 (stereo not given) | -5 | 2 | 3 | 19 | 3 | 1 | -27 | 22 | -2 | 0 | -8
CC(=O)COC(=O)c1cc(-c2ccc(C)cc2)nc2ccccc12 | -50 | -3 | -2 | -2 | -8 | -1 | 1 | -37 | -6 | -10 | 1
O=C(NCc1cccnc1)Nc1ccc2c(c1)OCO2 | 1 | -3 | -28 | -10 | 2 | -25 | -20 | 1 | -11 | -19 | -5
COc1ccc(N2CC(C(=O)Nc3nc4ccc(S(C)(=O)=O)cc4s3)CC2=O)cc1 (stereo not given) | 7 | -5 | -13 | 3 | 1 | 22 | -33 | 6 | 4 | 0 | 6
Cc1ccc(S(=O)(=O)N2CCN(C(=O)CCNC(=O)c3ccccc3Cl)CC2)cc1 | 12 | -4 | 5 | 1 | 1 | -20 | 13 | 17 | -6 | -1 | -3
CN(CC(=O)NC1CCCCCC1)S(=O)(=O)c1ccccc1 | -8 | -3 | -20 | -13 | -8 | -30 | -32 | -6 | 13 | -3 | -3
COc1ccc(C(=O)NCC(c2ccco2)N2CCc3ccccc3C2)cc1 (stereo not given) | 9 | 2 | -16 | 11 | -3 | -13 | 19 | 8 | 15 | 2 | -16
C[C@@H]1CN([C@H](C)CO)C(=O)CCCn2nncc2CO[C@@H]1CN(C)C(=O)c1ccc(N2CCN(C)CC2)cc1 | -14 | -12 | 14 | -3 | 2 | 4 | 8 | -10 | 0 | 7 | 6

An excerpt from above, reduced to NCOA2 inhibitor and NOD2 RIPK2 PPI.
| smiles | NCOA2 inhibitor | NOD2 RIPK2 PPI |
| --- | --- | --- |
| COc1ccc(NC(=O)CC2C(=O)N(c3cccc(OC)c3)C(=O)N2C2CCCCC2)cc1 (stereo not given) | -26 | 8 |
| CCOc1ccc(OCCSc2nc(N)cc(=O)[nH]2)cc1 | 1 | 0 |

Further entries
Molecule | TROY NFkB inh | ABHD5-PLIN5 inh | NCOA1 inh | NCOA3 inh | NOD2 RIPK2 PPI | NR5A2 inv ag | NCOA2 inhibitor | TWEAK Fn14 block | Granule exo inh | COUP-TFII inh | TLR9-MyD88 inh
CCN(C1CCCCC1)S(=O)(=O)c1cc(C)ccc1OC | -1 | -5 | -5 | 4 | -4 | -2 | -25 | -2 | -11 | 24 | 3
CC(=O)NCCC(=O)N1CCc2c([nH]c3ccccc23)C1c1cccc(Cl)c1 (stereo not given) | -32 | -2 | -3 | 12 | 5 | 26 | -11 | 11 | -2 | 8 | -5
COc1ccc(NC(=O)c2cc(S(=O)(=O)N3CCc4ccccc43)cn2C)cc1 | 5 | 9 | 17 | 3 | 5 | -4 | -8 | 8 | -2 | -6 | -3
COc1ccc(C2Nc3ccccc3C(=O)N2c2ccc(C)cc2)cc1COc1ccccn1 (stereo not given) | -38 | 0 | -86 | -45 | 2 | -100 | -36 | 5 | -1 | -27 | -12
CC(=O)n1nc(-c2ccco2)nc1N | 6 | 2 | 4 | 0 | -6 | 1 | -1 | 0 | -4 | 5 | 4
N=c1c(C(=O)NCC2CCCO2)cc2c(=O)n3ccccc3nc2n1Cc1ccco1 (stereo not given) | 0 | 9 | 6 | -20 | -3 | -7 | -2 | 20 | 0 | -9 | 3
C[C@@H](C(=O)OCC(=O)c1ccc(F)c(F)c1)N1C(=O)C2CCCCC2C1=O (stereo not given in full) | 5 | 6 | 4 | -18 | -2 | 9 | -6 | -1 | 0 | -18 | -5
Cc1cccc(N(CC(=O)N2CCCC2)S(=O)(=O)c2ccccc2)c1 | -1 | -8 | -3 | 13 | 2 | 9 | 11 | 14 | -1 | 2 | -1
O=C(c1ccco1)c1nc2c(n1O)CCCCC2 | -15 | -2 | -21 | 5 | -8 | -9 | 0 | 9 | 0 | 0 | -1
N/C(=N\OCC(=O)Nc1ccccc1)c1nonc1N | -14 | 6 | -17 | 1 | -4 | -13 | -19 | -5 | 10 | 6 | -12
O=C(O)CSCC(=O)NCc1ccc(Cl)cc1Cl | -4 | -2 | -9 | -2 | -12 | -2 | -10 | 4 | -4 | -3 | -4
CC(C)C(=O)NC(=S)Nc1ccc(S(=O)(=O)N(C)Cc2ccccc2)cc1 | 22 | -13 | 8 | -5 | 14 | 5 | 19 | 41 | 0 | 22 | -7
CC(=O)N1CCC(C(=O)Nc2ccc3c(c2)CCC3)CC1 | 7 | -2 | 2 | -5 | 1 | 10 | -19 | 20 | 4 | -6 | -2
O=C(Nc1ccc2c(c1)OCO2)C1CC(c2ccc(F)cc2)=NO1 (stereo not given) | 5 | 3 | -31 | 0 | -6 | -13 | -11 | -3 | 2 | 3 | 4
Cc1cc(NC(=O)CSCC(=O)OCC(=O)Nc2ccc(OC(F)F)cc2)no1 | -11 | -12 | -2 | 16 | 2 | 5 | 12 | 1 | -2 | 5 | -1
O=C(CSc1ncnc2scc(-c3ccc(F)cc3)c12)c1ccc2c(c1)OCCO2 | 30 | -6 | -14 | 1 | -9 | -24 | 16 | 16 | -4 | 11 | -4
CS(=O)(=O)c1cnc(-c2ccccc2)nc1-c1ccccc1Cl | -1 | -5 | 14 | 5 | 1 | 19 | 15 | -1 | -2 | -10 | -5
O=C1c2ccccc2C(=O)N1C1C=CC=CC=C1 | 16 | 2 | -3 | -10 | -6 | 16 | -7 | 6 | -11 | -14 | 2
CCOC(=O)N1CCC2(CC1)C(C#N)=C(N)Oc1c2sc2nc(C)cc(C)c12 | 11 | -6 | -16 | 13 | -6 | -4 | -17 | -16 | 22 | -8 | 10
O=C(OCC(=O)N1CCc2ccccc2C1)c1ccc(O)cc1 | -31 | -2 | 0 | -14 | 2 | -19 | -7 | -21 | -15 | 10 | 5
COc1ccc(CC(=O)NCC2(c3ccc(OC)c(OC)c3)CCOCC2)cc1 | 4 | -6 | -2 | 26 | 0 | 13 | -9 | 3 | -1 | 11 | -2
COc1ccc(NC(=O)C2Cc3c(-c4ccccc4Oc4ccccc4)ccnc3O2)cn1 (stereo not given) | 28 | 5 | 17 | 5 | -8 | -1 | -11 | 47 | -4 | 30 | x
FC(F)(F)c1ccccc1NC(=S)NC1CCN(Cc2ccccc2)CC1 | 16 | -1 | 15 | 21 | -1 | 14 | -9 | 0 | 28 | -6 | 2
COc1ccc2c(c1)c1c(n2C)[C@@H]2CC=C(CO)[C@@H](C1)N2C | 2 | -3 | -15 | 21 | -4 | 19 | 6 | 8 | -5 | 1 | -4
Cc1cccc(C)c1NC(=S)NCc1ccccc1 | 0 | 1 | -32 | 8 | -1 | 9 | -11 | 3 | 5 | 2 | 1
O=C(O)/C=C/C(=O)Nc1ccc(-n2nccc2C(F)(F)F)cc1 | -35 | 10 | -11 | 10 | -42 | -21 | -10 | -26 | -4 | -20 | 8
CCN(CC)S(=O)(=O)c1cccc(C(=O)N2CCCCC2)c1 | 5 | -5 | -18 | 3 | -6 | 0 | -7 | 20 | 1 | 2 | 6

Source: PubChem (several laboratories)
